Assay outcomes from PubChem.
Cardiac RTF inh – cardiac RTF calcium desensitization | P19429+P45379 | IANBD-labeled cardiac RTF, Ca2+ fluorescence | AID 493244 | 340,000 tested, 0.12% active | inhibition, % at 7.15 µM;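 active means inhibition above the mean inhibition of all tested compounds plus 3 SD, cut at about 17% in these data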;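 further: assay run at fixed EC70 calcium of 1.6 mM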
DAGLB inh – diacylglycerol lipase beta (human) inhibition; HEK293T DAGLB membrane lysate, EnzChek fluorogenic substrate; Q8NCG7; AID 504411; inhibition, % at 5.17 µM; 340,000 tested, 0.059% active; in the data active means inhibition above about 34%;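 further: 0% = enzyme with vehicle and 100% = wells lacking enzyme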
CAL PDZ FP-1 – inhibitors of human CAL PDZ peptide binding. Q9HD26. purified CAL PDZ, TMR-peptide fluorescence polarization, 1 h. inhibition, % at 24.9 µM. 300,000 tested, 0.92% active. AID 602252;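 active means mean inhibition of at least 30% with at least half of replicates also reaching 30%; inconclusive means no clear call, values can overlap the other calls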;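 further: 0% = DMSO neutral control and 100% = excess unlabeled competitor peptide PRC23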
Rtt109 HAT inh – blocks Candida albicans Rtt109/Vps75 acetyltransferase activity; purified Rtt109/Vps75, ThioGlo CoA-SH fluorescence, 4 h; 330,000 tested, 0.16% active; Q5AAJ8; inhibition, % at 34.9 µM;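 active means inhibition of at least 50% in every replicate; inconclusive means best replicate reaches 50% inhibition but some replicates fall short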
Target sequence (Q5AAJ8 whole entry, looked up): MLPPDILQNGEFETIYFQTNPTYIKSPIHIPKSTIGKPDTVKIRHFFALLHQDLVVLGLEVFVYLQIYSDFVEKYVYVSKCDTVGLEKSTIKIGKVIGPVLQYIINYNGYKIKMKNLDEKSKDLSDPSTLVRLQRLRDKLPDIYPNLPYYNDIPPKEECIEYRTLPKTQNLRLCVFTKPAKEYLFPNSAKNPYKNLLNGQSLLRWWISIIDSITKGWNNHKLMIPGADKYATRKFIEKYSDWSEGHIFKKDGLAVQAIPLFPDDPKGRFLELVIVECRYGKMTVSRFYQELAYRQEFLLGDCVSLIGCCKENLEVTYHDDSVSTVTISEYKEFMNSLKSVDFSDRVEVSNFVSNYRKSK
cardiac RTF act – increases calcium sensitivity of human cardiac regulated thin filaments; IANBD-labeled TnC RTF fluorescence at EC20 calcium; 0% EC20 calcium, 100% full calcium; AID 493008; 340,000 tested, 0.24% active; activation, % at 7.2 µM;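 active means activation above the mean over all tested compounds plus 3 SD, cut at about 30% in these data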;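 further: rise in fluorescence read as greater calcium sensitivity of cardiac thin filaments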
SR-BI uptake up – SR-BI HDL lipid transfer activation. CHO ldlA[mSR-BI] cells, DiI-HDL uptake fluorescence, 3 h; 100 = double the neutral-control signal. AID 504775. activation, % at 12.5 µM. 320,000 tested, 0.096% active;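 active means mean replicate activation of at least 60% and every replicate at or above 60%; inconclusive means mean or all-replicate condition met, but not both; inactive means mean below 60% and not all replicates reaching 60%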;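 further: 0% = median plate neutral-control signal and 100% = twice that signal; values of inactives mirror those of a sister screen read the other way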
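Test system: SR-BI-overexpressing, LDLR-lacking CHO cells; Also added: labelled HDL, 10 µg/mL; Measured by: bottom-read cell fluorescence after medium removal, ex 550/em 595 nm; Timing: 3 h uptake period with compound, 37 °C; Buffer or medium: F12, 0.5% BSA, 25 mM HEPES; Doses: single compound concentration, delivered by pin transfer.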
CAL PDZ FP-2 – human CAL PDZ-peptide interaction inhibition; AID 504414; Q9HD26; inhibition, % at 20 µM; 330,000 tested, 0.02% active; purified CAL PDZ, TMR-peptide fluorescence polarization, 1 h;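 active means highest replicate inhibition of at least 40%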;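 further: plate controls were DMSO neutral control wells for no effect and unlabeled competitor peptide control wells for full effect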
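System: purified tagged CAL PDZ domain construct (CerCALP). Schedule: 1 h incubation at room temperature before polarization reading. Medium: 25 mM sodium phosphate pH 7.4, 150 mM NaCl, TCEP, IgG, Thesit. Read-out: percent inhibition from loss of millipolarization. Measured by: FP readout, S and P plane fluorescence. Probe or stimulus: fluorescent TMR peptide probe.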
LANA DNA inh – blocks KSHV LANA C-terminal domain binding to DNA; MBP-C-LANA/FAM-LBS DNA binding, fluorescence polarization; inhibition, % at 9 µM; 340,000 tested, 0.078% active; AID 504423;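 active means highest replicate inhibition at or above 60% at 9 µM, even if other replicates fall short; inactive means all replicates below 60% inhibition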;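 further: 0% = neutral control wells and 100% = 4 µM acridine orange control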
PKA-R2B activ – activators of human PKA-R2B complex; AID 504700; activation, % at 11.4 µM; PKA-R2B holoenzyme dissociation, Cy5-IP20 fluorescence polarization; R2B truncated from residue 108, S112A mutant; 0% DMSO only, 100% 113 µM cGMP; 340,000 tested, 0.079% active;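 active means activation above a cutoff set at the mean over all compounds plus 3 SD, cut at about 18% in these data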;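 further: higher means more holoenzyme dissociation and a rise in polarization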
Target sequence (P31323 whole entry, looked up, other chains not shown, the tested form may be a part): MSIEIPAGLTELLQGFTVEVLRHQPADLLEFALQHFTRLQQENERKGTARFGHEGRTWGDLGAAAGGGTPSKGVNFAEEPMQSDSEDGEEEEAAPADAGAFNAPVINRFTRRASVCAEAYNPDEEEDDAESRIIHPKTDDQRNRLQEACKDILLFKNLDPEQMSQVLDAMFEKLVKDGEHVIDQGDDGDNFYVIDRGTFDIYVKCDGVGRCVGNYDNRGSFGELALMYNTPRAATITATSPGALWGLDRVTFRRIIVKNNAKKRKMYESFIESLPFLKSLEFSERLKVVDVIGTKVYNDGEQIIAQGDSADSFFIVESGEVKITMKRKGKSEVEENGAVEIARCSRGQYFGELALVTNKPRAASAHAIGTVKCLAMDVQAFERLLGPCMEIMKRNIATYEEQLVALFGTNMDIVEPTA
Keap1-Nrf2 PPI – Keap1-Nrf2 (human) interaction inhibition; AID 504523; inhibition, % at 9.4 µM; 340,000 tested, 0.15% active; Q14145; Keap1 Kelch-Nrf2 peptide fluorescence polarization, 1536-well; in the data active means inhibition above about 12%; inconclusive means no clear call, values can overlap the other calls; inactive means below about 7.3%;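 further: human Keap1 Kelch domain with fluorescein labeled Nrf2 9mer peptide probe; 0% = neutral control wells and 100% = peptide positive control; higher means more block of Keap1 binding to Nrf2 peptide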
The depositor's hits bear a star; ? = inconclusive; · = not tested or not shown.

SMILES | Cardiac RTF inh | DAGLB inh | CAL PDZ FP-1 | Rtt109 HAT inh | cardiac RTF act | SR-BI uptake up | CAL PDZ FP-2 | LANA DNA inh | PKA-R2B activ | Keap1-Nrf2 PPI
COc1ccc(C=C(C(C)=O)C(C)=O)cc1OC | 9 | 1 | 0 | 1 | 5 | 25 | -2.1 | -0.1 | 9 | -6
CC(Sc1nncs1)C(=O)Nc1ccc2c(c1)OCCO2 (stereo unspecified) | -12 | -1 | 3 | 3 | -5 | 1 | -0.9 | -0.4 | -5 | -3
O=c1[nH]nc(Cc2ccccc2)c2ccccc12 | -35 | -1 | -4 | -2 | -3 | 23 | -0.9 | 2.8 | -5 | 0
CCOC(=O)c1ccccc1NS(=O)(=O)c1ccccc1 | -4 | -4 | · | 9 | -1 | 4 | -1.7 | 0.9 | 0 | -2
O=C(N=C1SC2CS(=O)(=O)CC2N1c1ccc(Cl)cc1Cl)C1CCCO1 (stereo unspecified) | -12 | -2 | · | 7 | -2 | 13 | 0.9 | 0.4 | -6 | -5
CCCCn1cnc2cc(NCc3ccncc3)ccc21 | -3 | 4 | -3 | -3 | -1 | 2 | -0.5 | -1.2 | -3 | -5
Cc1onc(-c2c(F)cccc2Cl)c1C(=O)Nc1cccc2nsnc12 | -5 | -4 | · | -3 | 1 | -39 | -1.0 | 0.4 | 17 | 3
Oc1ccccc1OCc1nc2ccccc2s1 | -6 | -2 | -3 | 8 | -3 | -2 | -1.2 | 0.0 | -2 | -3
O=C(NCC(=O)N(Cc1ccccc1)C(C(=O)NC1CCCC1)c1cccnc1)c1ccco1 (stereo unspecified) | -2 | -1 | 0 | -8 | 4 | 17 | · | -2.7 | 5 | -4
O=C(CCc1ccccc1)NN1C(=O)C2C3C=CC(C3)C2C1=O (stereo unspecified) | 1 | 0 | · | 3 | -3 | 11 | -0.2 | 0.1 | -1 | 0
Cc1ccc(NC(=O)C2(S(=O)(=O)c3ccc(Cl)cc3)CC2)cc1 | -9 | -6 | 0 | -15 | -3 | -2 | -2.1 | -1.2 | 3 | -2
Cc1cc(N(C)C)ccc1N=Nc1ccc(N)cc1 | 1 | 31 | · | -2 | 2 | · | -0.3 | -0.9 | 5 | -9
CC(=O)N1CCN(C(=S)c2ccc(-c3ccc(Cl)cc3)o2)CC1 | -5 | 5 | 2 | 5 | -5 | · | -2.3 | -2.0 | -11 | -6
Cc1cc(Oc2nc3c(C)cccn3c(=O)c2/C=C(\C#N)S(=O)(=O)c2ccccc2)ccc1Cl | 2 | -1 | 0 | 4 | 3 | -1 | 0.0 | -0.5 | -14 | 0
O=C(CCCCCNC(=O)N1CCn2c1nc1ccccc12)N[C@H](C(=O)O)c1ccccc1 | -3 | -3 | -3 | 1 | 4 | 2 | -0.2 | -0.2 | -4 | -4
COC(=O)CC1(C(=O)OC)Oc2ccccc2C(=O)N1c1ccc(F)cc1F (stereo unspecified) | 0 | 1 | -1 | 57* | -9 | · | -0.3 | 0.7 | -3 | -3
Cc1cc(NC(=O)CSc2cn(CCNC(=O)c3ccc(F)cc3)c3ccccc23)no1 | 0 | -1 | -3 | -2 | -5 | -3 | -1.7 | 1.4 | -14 | 3
c1ccc(Oc2nc(N3CCOCC3)nc(N3CCOCC3)n2)cc1 | -4 | 0 | 1 | 3 | -5 | 16 | · | -1.4 | -3 | -7
COc1ccc([N+](=O)[O-])cc1-c1[nH]c(-c2ccc(C(=O)O)cc2)nc1-c1ccccc1 | 2 | -1 | -3 | 2 | -11 | -2 | -15 | -0.8 | 1 | 2
O=C(Nc1ccc(F)cc1)N1CCCC(c2nc3c(nnn3Cc3ccccc3Cl)c(=O)[nH]2)C1 (stereo unspecified) | -11 | 2 | 3 | 5 | 3 | -9 | · | -1.5 | 15 | -3
Cc1ccc(-c2n[nH]c(=S)n2C)cc1Cl | -8 | -2 | · | -1 | 5 | -9 | -1.0 | 0.6 | -7 | 2
Cc1cc2c(c(=O)o1)C(C(C)C)C(C#N)=C(N)O2 (stereo unspecified) | 4 | -1 | -1 | -5 | 5 | · | -1.9 | -0.7 | -11 | -3
Cc1cccc(OCc2nnc(SCCC(=O)O)n2-c2ccccc2)c1 | -5 | -3 | · | 1 | 0 | 30 | 1.1 | 0.7 | 0 | 3
CCn1nc(C(=O)NCCc2ccc(S(N)(=O)=O)cc2)c2ccccc2c1=O | -14 | -1 | 0 | 12 | 4 | -10 | -3.4 | -0.6 | 3 | -2
O=C(CNC(=O)c1ccccc1F)OCc1csc(-c2ccccc2)n1 | -3 | -2 | -6 | 5 | 13 | -6 | -0.9 | -0.6 | 5 | -4
(continued)
SMILES | Cardiac RTF inh | DAGLB inh | CAL PDZ FP-1 | Rtt109 HAT inh | cardiac RTF act | SR-BI uptake up | CAL PDZ FP-2 | LANA DNA inh | PKA-R2B activ | Keap1-Nrf2 PPI
O=C(c1ccc2nc(-c3ccco3)c(-c3ccco3)nc2c1)N1CCN(c2ccccc2)CC1 | -1 | 4 | -6 | -1 | -4 | -16 | · | -2.6 | -12 | 0
Clc1ccc(Sc2ccccn2)cc1 | 2 | -5 | -4 | -6 | -3 | 10 | -0.6 | -0.5 | 5 | -3
O=C(NC(C(=O)N/N=C/c1ccccc1)c1n[nH]c(=O)c2ccccc12)c1ccccc1 (stereo unspecified) | -8 | 32 | -4 | 26 | -1 | -9 | -1.0 | -2.0 | -2 | 1
O=C(c1ccccc1)n1ccc2ccccc21 | -8 | -8 | 8 | -1 | 5 | -25 | -0.4 | 1.4 | 4 | -3
O=C(/C=C/Nc1ccccc1)c1ccc(Cl)cc1Cl | -6 | -4 | -6 | 3 | -9 | -11 | -1.2 | -2.0 | -2 | -2
CC1CCN(c2ccc(NC(=O)c3ccc(Br)o3)cc2)CC1 | -9 | 2 | · | -6 | -1 | -13 | -2.6 | -0.2 | -15 | 3
Cc1cccc(C(=O)Nc2c(C(=O)N(C)C)cnn2-c2ccccc2)c1 | 6 | 0 | -1 | -1 | -5 | 21 | 0.0 | -1.9 | 1 | 0
COc1ccc(C=O)cc1COc1ccc([N+](=O)[O-])c(C)c1 | -8 | -6 | 0 | -7 | -5 | -39 | -1.1 | 0.6 | 1 | -3
Cc1cnc(C(=O)OCC(=O)Nc2ccc(Br)cc2F)cn1 | -4 | 1 | -9 | -4 | -4 | 9 | 1.1 | -0.9 | -4 | -1
O=C(Nc1ccc(OCC(F)(F)C(F)F)c(C(F)(F)F)c1)c1ccc(Cl)cc1 | -5 | -10 | ? | 8 | 7 | -46 | -2.6 | 1.2 | -1 | 4
Cc1c(C(=O)C(=O)N2CC=C(c3ccccc3)CC2)c2ccccc2n1C | 12 | 0 | -2 | 2 | -3 | -9 | -2.3 | -0.6 | -14 | -6
Cc1ccc(C)c(SCC(=O)NNC(=O)c2ccccc2)c1 | 1 | -5 | -3 | 0 | 3 | -10 | -4.5 | 0.9 | -4 | -4
CCN(CC)S(=O)(=O)c1ccc(Cl)c(C(=O)N2CCc3ccccc32)c1 | -6 | -5 | -5 | -5 | -2 | · | -0.8 | -0.7 | -4 | -3
Cc1ccc(Cn2nnc3c(=O)[nH]c(C(=O)NCc4ccco4)nc32)cc1 | -1 | -2 | · | -9 | -2 | 8 | -0.6 | 1.7 | -2 | -1
Cc1ccn2c(=O)nc(SCC(=O)Nc3cccc4ccccc34)nc2c1 | -3 | 4 | · | -2 | -3 | 29 | -1.7 | 0.6 | 4 | -4
O=C(O)Cn1c(=O)c2c3c(sc2n(Cc2ccc(F)cc2)c1=O)CCCC3 | -8 | 4 | -9 | -6 | 2 | 25 | · | -1.0 | 4 | -2
Cc1ccc(C2NC(=S)NC3=C2C(=O)CCC3)cc1 (stereo unspecified) | 4 | -2 | 3 | -3 | -3 | -7 | 0.5 | -0.9 | -4 | -2
CC(C)C[C@@H](CNC(=O)OC(C)(C)C)NC(=O)c1nc[nH]c1C(=O)N[C@@H](CC(C)C)C(=O)CNC[C@H](CC(C)C)NC(=O)c1nc[nH]c1C(=O)N[C@@H](Cc1c[nH]c2ccccc12)C(=O)OC(C)(C)C | -6 | 3 | 2 | -12 | -10 | 17 | -0.1 | 2.2 | -4 | -2
CCS(=O)(=O)Nc1ccc(C(=O)c2ccccc2)cc1 | -2 | 1 | -3 | -8 | -3 | -9 | -1.6 | -1.4 | -6 | -2
CSCC(=O)Nc1nc(-c2ccc3c(c2)OCCO3)cs1 | -3 | 2 | -1 | 7 | 1 | -20 | -3.5 | -1.8 | 3 | 4
COc1ccc(-n2nnnc2SC(C)C(=O)NC2CCCC2)cc1 (stereo unspecified) | -5 | -3 | -5 | 5 | -3 | 21 | 0.8 | -1.8 | 2 | 2
CSCCNC(=O)c1ccc(OC2CCN(S(=O)(=O)N(C)C)CC2)cc1 | -2 | -4 | -5 | 9 | 8 | 6 | 1.0 | 1.5 | 8 | -5
O=C(NC(=S)N1CCOCC1)c1cn(-c2ccccc2)nc1-c1ccccc1 | -6 | 3 | -5 | 0 | -3 | -17 | -4.9 | 6.9 | 7 | -4
COc1cc(C(=O)Nc2ccc3c(c2)OCCO3)ccc1OC(C)C | 0 | -1 | -1 | 9 | -7 | -50 | -0.9 | -0.5 | -12 | -3
COCC(=O)NNC(=O)c1ccccc1OC | 9 | -1 | -2 | 7 | -9 | 28 | -2.5 | 0.8 | -12 | 1
Further records.
SMILES | Cardiac RTF inh | DAGLB inh | CAL PDZ FP-1 | Rtt109 HAT inh | cardiac RTF act | SR-BI uptake up | CAL PDZ FP-2 | LANA DNA inh | PKA-R2B activ | Keap1-Nrf2 PPI
N#CC(C#N)=C1C=CC=CN1/C(=C\c1ccccc1)C(=O)c1cccs1 | -17 | 2 | 1 | -34 | 12 | -12 | -2.4 | 10 | 5 | 3
CS(=O)(=O)Nc1ccc(C(=O)Nc2ccccc2Cl)cc1 | · | · | 7 | -3 | · | 4 | -0.6 | -1.3 | · | -1
O=C(OC1CCOC1=O)C1CCN(S(=O)(=O)c2ccc(Cl)c(C(F)(F)F)c2)CC1 (stereo unspecified) | 2 | 0 | -2 | · | -3 | -20 | -0.4 | · | 1 | ·
COc1ccc(C2=CSC(/N=C/c3ccc(F)cc3)=NN2)cc1 | 2 | -1 | -1 | 5 | -2 | -75 | -0.4 | -0.1 | -3 | -7
Cc1cc(C)nc(N2CCC(C(=O)Nc3ccc(Oc4ccccc4)cc3)CC2)n1 | -2 | 2 | · | -12 | -1 | -14 | 0.0 | 0.5 | -3 | 1
CCOC(=O)N1CCC(N2C(=O)c3ccc(C(=O)NCc4ccc(F)cc4)cc3C2=O)CC1 | -3 | 1 | · | -12 | -1 | -30 | -1.2 | -0.1 | -1 | 0

Random draw from the library. Share with any hit: about 1.6%.
